TDP1 cell noCPT: qHTS for Inhibitors of human tyrosyl-DNA phosphodiesterase 1 (TDP1): qHTS in cells in absence of CPT. DT40 Tdp1-/- hTDP1 cells, no CPT, ATP luminescence, 48 h. Potency, µM (top dose mostly 46.2 µM), for inactives: at the highest dose activity change, negative = growth inhibition, hits mostly inhibitors. 420,000 compounds, 15% hits; note: nearly all actives have a fitted effect of over 55% in size
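Luminescent ATP content (CellTiter-Glo) served as the growth readout. Knockout chicken DT40 cells expressing human TDP1 were exposed to compounds without camptothecin for a minimum 48 hr at 37 °C.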
DT40 TDP1 CPT: growth inhibition of DT40 Tdp1-/-;hTDP1 cells with camptothecin (screen for TDP1 inhibitors) | 420,000 compounds, 12% hits | Potency, µM (doses to about 46.2 µM), for inactives: top-dose activity change, negative = growth inhibition, hits mostly inhibitors | chicken DT40 Tdp1-/-;hTDP1 cells + 20 nM CPT, ATP luminescence, 48 h; note: nearly all actives have a fitted effect of over 55% in size
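Chicken DT40 Tdp1-/- cells stably complemented with human TDP1 were seeded at 400 cells/well in medium containing 20 nM camptothecin, exposed to pin-transferred compounds, and grown at 37 °C for at least 48 hr. Viability was read as ATP luminescence.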
KAT2A inh: GCN5L2 (KAT2A) acetyltransferase inhibition. Q92830. GCN5L2 HAT assay, ThioGlo1 CoA-SH fluorescence. Potency, µM (top dose mostly 58.9 µM), for inactives: at the top dose activity change, negative = inhibition, hits mostly inhibitors. 390,000 compounds, 0.21% hits
Target sequence (Q92830 whole entry, looked up): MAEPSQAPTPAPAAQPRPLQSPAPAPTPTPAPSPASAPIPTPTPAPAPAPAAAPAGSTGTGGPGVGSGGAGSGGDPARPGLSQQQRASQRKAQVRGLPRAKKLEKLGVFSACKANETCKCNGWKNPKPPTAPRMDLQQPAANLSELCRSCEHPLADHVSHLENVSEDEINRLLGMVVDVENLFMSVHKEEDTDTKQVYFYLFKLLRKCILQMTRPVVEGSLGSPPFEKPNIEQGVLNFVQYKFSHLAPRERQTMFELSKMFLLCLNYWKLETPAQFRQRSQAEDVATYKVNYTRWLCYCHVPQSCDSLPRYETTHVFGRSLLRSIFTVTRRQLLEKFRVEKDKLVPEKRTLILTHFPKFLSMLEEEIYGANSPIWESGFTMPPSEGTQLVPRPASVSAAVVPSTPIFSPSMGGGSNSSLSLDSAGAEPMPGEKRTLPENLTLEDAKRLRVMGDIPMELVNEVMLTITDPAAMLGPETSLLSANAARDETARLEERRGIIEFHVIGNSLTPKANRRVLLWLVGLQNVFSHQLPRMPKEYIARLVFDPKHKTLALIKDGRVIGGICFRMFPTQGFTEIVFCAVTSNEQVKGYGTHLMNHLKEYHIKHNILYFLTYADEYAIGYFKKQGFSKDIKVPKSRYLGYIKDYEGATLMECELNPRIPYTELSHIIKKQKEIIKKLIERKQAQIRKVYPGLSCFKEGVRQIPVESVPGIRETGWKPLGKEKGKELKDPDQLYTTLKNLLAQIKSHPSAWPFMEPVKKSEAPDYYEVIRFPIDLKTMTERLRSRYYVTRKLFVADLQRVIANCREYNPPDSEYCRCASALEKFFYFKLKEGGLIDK
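qHTS, 1536-well. 20nM enzyme, pH 7.5 HEPES/EDTA/Tween-20 buffer; 15 min compound preinc., RT. Start: 75uM H3(1-25), 70uM AcCoA, 50uM ThioGlo1. Read Ex340/Em540 at t=0 (autofluorescence flag) and t=20 min.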
The depositor's hits bear a star; [ ] = dose if it differs, or a comment. Calls come from the whole dose curve; as a rule, active = well fitted curve in the direction sought with a large enough effect; inconclusive = small, poorly fitted or top-dose-only effect, or another doubt; inactive = no such curve, though single readings can be large; an effect the other way counts as inactive or inconclusive. % is set by controls: 0 for no effect and ±100 for the full control effect; potency is the fitted concentration of half-maximal effect. Not all compounds are listed. The share of hits here may be higher or lower than overall.

For Nc1ccc2nn(-c3ccccc3)nc2c1 the results were TDP1 cell noCPT -18%, DT40 TDP1 CPT -4% and KAT2A inh inconclusive.
O=C(CN1C(=O)N/C(=C\c2ccccc2OCc2ccc(C(=O)O)cc2)C1=O)Nc1ccccc1F was read as TDP1 cell noCPT -15%, DT40 TDP1 CPT -10% and KAT2A inh -12%.
Screening COCCCNC(=O)C(=O)NCC1CCCN1S(=O)(=O)c1cccs1 (stereo unspecified) returned TDP1 cell noCPT 1%, DT40 TDP1 CPT -7% and KAT2A inh -1%.
For O=C(NCCc1ccccc1)Nc1cccc(Cl)c1 the results were TDP1 cell noCPT inconclusive, DT40 TDP1 CPT 16µM* and KAT2A inh -4%.
For O=C(c1ccco1)N1CCN(C(=O)c2[nH]ncc2[N+](=O)[O-])CC1 the results were TDP1 cell noCPT -5%, DT40 TDP1 CPT 3% and KAT2A inh -1%.
`O=C(CCCOc1ccccc1)NCC1CCCO1` (stereo unspecified) gave TDP1 cell noCPT -8%, DT40 TDP1 CPT -5% and KAT2A inh -3%.
COc1ccc(CCNC(=O)COC(=O)COc2c(C)cc(C)cc2C)cc1OC was read as TDP1 cell noCPT 2%, DT40 TDP1 CPT -9% and KAT2A inh -27%.
`CC1(C)CC(=O)C2=C(C1)OC(N)=C(C#N)C21CCC2(CC1)OCCO2` gave TDP1 cell noCPT -3% and DT40 TDP1 CPT -8%.
Screening Cc1ccc(S(=O)(=O)CC(CN2CCCCC2)N2CCCCC2)cc1 (stereo unspecified) returned TDP1 cell noCPT 13µM*, DT40 TDP1 CPT inconclusive and KAT2A inh 2%.
Screening COc1cc2c(cc1OC)C(C)N(C(=O)c1sc(-c3cnccn3)nc1C)CC2 (stereo unspecified) returned TDP1 cell noCPT inconclusive, DT40 TDP1 CPT 1% and KAT2A inh 17%.
Screening COC(=O)Nc1ccc(S(=O)(=O)N2CCCC(C(=O)Nc3cccc4c3OCCO4)C2)cc1 (stereo unspecified) returned TDP1 cell noCPT inconclusive, DT40 TDP1 CPT -30% and KAT2A inh 2%.
`O=C(NCC(=O)N1CCCC1)c1ccc(Br)o1` gave TDP1 cell noCPT 5%, DT40 TDP1 CPT -3% and KAT2A inh inconclusive.
Cc1ccccc1OC(C)C(=O)Nc1ccc2c(c1)OCCO2 (stereo unspecified) was read as TDP1 cell noCPT 4%, DT40 TDP1 CPT -13% and KAT2A inh -6%.
Screening COCCCNC(=O)c1cc2cc([N+](=O)[O-])cc(OC)c2oc1=O returned TDP1 cell noCPT 3%, DT40 TDP1 CPT -17% and KAT2A inh -6%.
For COCCCNC(=O)c1ccc2c(c1)N(Cc1ccccc1F)C(=O)c1ccccc1S2=O (stereo unspecified) the results were TDP1 cell noCPT -14%, DT40 TDP1 CPT -6% and KAT2A inh -1%.
For O=C(COC(=O)c1ccc(F)c(S(=O)(=O)N2CCOCC2)c1)NCCc1ccc(F)cc1 the results were TDP1 cell noCPT -2%, DT40 TDP1 CPT 2% and KAT2A inh -2%.
For O=C(NCCO)C(=O)NCC(c1cccs1)S(=O)(=O)c1ccc(F)cc1 (stereo unspecified) the results were TDP1 cell noCPT 1% and DT40 TDP1 CPT -19%.
`Cc1cccnc1CCNC(=O)c1ccc(OC2CCN(Cc3ccccn3)CC2)cc1` gave TDP1 cell noCPT -17%, DT40 TDP1 CPT -8% and KAT2A inh -4%.
Screening Cc1ccc(C)c(Cn2nnc(C(=O)Nc3ccc4c(c3)OCCO4)c2N)c1 returned TDP1 cell noCPT inconclusive, DT40 TDP1 CPT inconclusive and KAT2A inh 0%.
For CCc1ccc(-c2ccc(SCc3ccccn3)nn2)cc1 the results were TDP1 cell noCPT inconclusive, DT40 TDP1 CPT 4% and KAT2A inh -6%.
For Nc1c(C(=O)O)sc2nc(-c3ccccc3)c3c(c12)CCCC3 the results were TDP1 cell noCPT inconclusive, DT40 TDP1 CPT -8% and KAT2A inh 16%.
COC(=O)c1cnc(Nc2nc(C(N)Cc3ccccc3)cs2)nc1C(F)(F)F (stereo unspecified) was read as TDP1 cell noCPT 21µM* and DT40 TDP1 CPT 23µM*.
For CC1CCN(CCc2nc3cc(NC(=O)COc4ccc(Cl)cc4)ccc3n2C)CC1 the results were TDP1 cell noCPT inconclusive, DT40 TDP1 CPT inconclusive and KAT2A inh 0%.
For Cc1nc(=O)c(-c2ccccc2)c(C)n1CCCO the results were TDP1 cell noCPT -24%, DT40 TDP1 CPT -16% and KAT2A inh -2%.
`CC(C)C(=O)Nc1ccc(-c2ccc3nncn3n2)cc1` gave TDP1 cell noCPT inconclusive, DT40 TDP1 CPT -22% and KAT2A inh -4%.
For CC(/C=C1\SC(=S)N(CCC(=O)Nc2ccccc2O)C1=O)=C\c1ccccc1 the results were TDP1 cell noCPT inconclusive, DT40 TDP1 CPT inconclusive and KAT2A inh inconclusive.
Screening CCc1ccc2[nH]c(=O)c(CN(Cc3cccs3)Cc3nnnn3Cc3ccccc3)cc2c1 returned TDP1 cell noCPT 13µM* and DT40 TDP1 CPT inconclusive.
For CC(OC(=O)COc1ccccc1Cc1ccccc1)C(=O)N(C)c1ccccc1 (stereo unspecified) the results were TDP1 cell noCPT inconclusive, DT40 TDP1 CPT -1% and KAT2A inh -2%.
Nc1nc(N2CCCCC2)nc(N2CCCCC2)n1 was read as TDP1 cell noCPT -13%, DT40 TDP1 CPT -1% and KAT2A inh 0%.
NC(=O)c1ccccc1NC(=O)Nc1cccc2ccccc12 was read as TDP1 cell noCPT 4.6µM*, DT40 TDP1 CPT 1.6µM* and KAT2A inh -4%.
CCc1cccc(C)c1NS(=O)(=O)c1c(C(=O)N2CCCCCC2)c(C)n(C)c1C was read as TDP1 cell noCPT inconclusive, DT40 TDP1 CPT inconclusive and KAT2A inh -12%.
For COc1cccc(C(=O)NCCS(=O)(=O)NCc2ccc3c(c2)OCO3)c1 the results were TDP1 cell noCPT -27%, DT40 TDP1 CPT -20% and KAT2A inh -8%.
For Cc1ccccc1N(C(=O)c1csnn1)C(C(=O)NC(C)(C)C)c1ccncc1 (stereo unspecified) the results were TDP1 cell noCPT 7%, DT40 TDP1 CPT 6% and KAT2A inh -7%.
For N=c1c2c3c(sc2nc2n1CCC2)CCCC3 the results were TDP1 cell noCPT -10%, DT40 TDP1 CPT 17% and KAT2A inh -3%.
`O=C(Nc1nnc(-c2ccccc2)o1)c1cccc(N2C(=O)CCC2=O)c1` gave TDP1 cell noCPT inconclusive, DT40 TDP1 CPT inconclusive and KAT2A inh -3%.
Screening C[C@H]1CN=C(Nc2ccccc2)N1CCc1ccc(F)cc1 returned TDP1 cell noCPT inconclusive, DT40 TDP1 CPT -23% and KAT2A inh -3%.
`COc1ccc(N/C=C\C(=O)c2ccc3ccccc3c2)cc1` gave TDP1 cell noCPT -4%, DT40 TDP1 CPT -7% and KAT2A inh -1%.
`CCN(CC)C(=O)CSc1nnc([C@@H](N)C(C)C)o1` gave TDP1 cell noCPT -2%, DT40 TDP1 CPT 6% and KAT2A inh inconclusive.
For CCOC(=O)N1CCN(c2c(NCCCN(CC)c3cccc(C)c3)c(=O)c2=O)CC1 the results were TDP1 cell noCPT -17%, DT40 TDP1 CPT -19% and KAT2A inh -4%.
`COC(=O)c1cc(NC(=O)CN(c2ccc(OC)cc2)S(=O)(=O)c2ccc(F)cc2)ccc1Cl` gave TDP1 cell noCPT 18µM*, DT40 TDP1 CPT 18µM* and KAT2A inh -12%.

Three compounds out of the list, sorted by SMILES length, ascending:
Nc1nc(N2CCCCC2)nc(N2CCCCC2)n1 was read as TDP1 cell noCPT -13%, DT40 TDP1 CPT -1% and KAT2A inh 0%.
For Cc1nc(=O)c(-c2ccccc2)c(C)n1CCCO the results were TDP1 cell noCPT -24%, DT40 TDP1 CPT -16% and KAT2A inh -2%.
For CC1CCN(CCc2nc3cc(NC(=O)COc4ccc(Cl)cc4)ccc3n2C)CC1 the results were TDP1 cell noCPT inconclusive, DT40 TDP1 CPT inconclusive and KAT2A inh 0%.

Pulled by structure from the list above (4):
For Nc1c(C(=O)O)sc2nc(-c3ccccc3)c3c(c12)CCCC3 the results were TDP1 cell noCPT inconclusive, DT40 TDP1 CPT -8% and KAT2A inh 16%.
For CC1CCN(CCc2nc3cc(NC(=O)COc4ccc(Cl)cc4)ccc3n2C)CC1 the results were TDP1 cell noCPT inconclusive, DT40 TDP1 CPT inconclusive and KAT2A inh 0%.
CCc1cccc(C)c1NS(=O)(=O)c1c(C(=O)N2CCCCCC2)c(C)n(C)c1C was read as TDP1 cell noCPT inconclusive, DT40 TDP1 CPT inconclusive and KAT2A inh -12%.
For CCOC(=O)N1CCN(c2c(NCCCN(CC)c3cccc(C)c3)c(=O)c2=O)CC1 the results were TDP1 cell noCPT -17%, DT40 TDP1 CPT -19% and KAT2A inh -4%.

Remaining list, next part:
`CCOc1ccc(-n2c(SCC(=O)Nc3ccc(CC)cc3)nc3c(oc4ccccc43)c2=O)cc1` gave TDP1 cell noCPT inconclusive, DT40 TDP1 CPT 1% and KAT2A inh 0%.
Screening O=C(NCc1ccc(Cl)cc1)C1CCN(S(=O)(=O)Cc2ccccc2)CC1 returned TDP1 cell noCPT -1%, DT40 TDP1 CPT -16% and KAT2A inh -2%.
Screening COc1ccc(C(C)=O)cc1COC(=O)C1CCN(C(=O)c2ccc(Cl)cc2)CC1 returned TDP1 cell noCPT 27%, DT40 TDP1 CPT -2% and KAT2A inh -2%.
`Cc1ccc(-n2ncc(C(=O)N3CCN(Cc4ccccc4)CC3)c2C2CCN(C(=O)OC(C)(C)C)CC2)c(C)c1` gave TDP1 cell noCPT 13µM*, DT40 TDP1 CPT 4.6µM* and KAT2A inh 22%.
COCc1cc(CN2CCCC(C(=O)c3cccc(C(F)(F)F)c3)C2)ccc1OC (stereo unspecified) was read as TDP1 cell noCPT inconclusive, DT40 TDP1 CPT inconclusive and KAT2A inh -1%.
For CCN(C1CCCCC1)S(=O)(=O)CCNC(=O)c1ccc(OC)cc1 the results were TDP1 cell noCPT inconclusive and DT40 TDP1 CPT inconclusive.
Screening COC(=O)COc1ccc(NC(=O)C2CCCO2)cc1 (stereo unspecified) returned TDP1 cell noCPT -4%, DT40 TDP1 CPT inconclusive and KAT2A inh -1%.
For O=C(CSCc1ccc(Cl)cc1)N1CCCCC1 the results were TDP1 cell noCPT 16µM*, DT40 TDP1 CPT -25% and KAT2A inh -5%[0.501 µM].
`CC(C)CN1CCN(Cc2cnc(-c3ccc(Cl)cc3)nc2)CC1CCO` (stereo unspecified) gave TDP1 cell noCPT inconclusive, DT40 TDP1 CPT inconclusive and KAT2A inh 13%.
For CCOC(=O)N1CCN(C(=O)c2cc3cc(F)ccc3[nH]2)CC1 the results were TDP1 cell noCPT inconclusive, DT40 TDP1 CPT inconclusive and KAT2A inh -12%.
Screening CC1Oc2ccccc2N(CC(=O)c2cccc(Cl)c2)C1=O (stereo unspecified) returned TDP1 cell noCPT -23%, DT40 TDP1 CPT -18% and KAT2A inh -4%.
CC(C)(CNC(=O)c1cc([N+](=O)[O-])ccc1N1CCC(Cc2ccccc2)CC1)N1CCOCC1 was read as TDP1 cell noCPT inconclusive, DT40 TDP1 CPT inconclusive and KAT2A inh -5%.
Cc1nn(Cc2ccc(Cl)cc2)c(C)c1NC(=O)CCCn1nc([N+](=O)[O-])c(Cl)c1C was read as TDP1 cell noCPT inconclusive, DT40 TDP1 CPT 15µM* and KAT2A inh 0%.
COC(=O)c1ccccc1NC(=O)NCc1ccc2c(c1)OCO2 was read as TDP1 cell noCPT -7% and DT40 TDP1 CPT -1%.
c1cc(CCCc2ccncc2)ccn1 was read as TDP1 cell noCPT -8%, DT40 TDP1 CPT -5% and KAT2A inh -6%.
`O=S1(=O)CC(N2CCCC2)CN1Cc1cn(Cc2ccc(Cl)cc2)nn1` (stereo unspecified) gave TDP1 cell noCPT -4% and DT40 TDP1 CPT 6%.
C/C(=N\NC(=O)c1cccc(N/N=C(\C)c2ccncc2)c1)c1ccncc1 was read as TDP1 cell noCPT inconclusive, DT40 TDP1 CPT 21µM* and KAT2A inh -11%.
COc1cc(OC)c2c(-c3cccc(-c4ccc(C#N)cc4)c3)cc(=O)oc2c1 was read as TDP1 cell noCPT 4.1µM*, DT40 TDP1 CPT 2.1µM* and KAT2A inh -2%.
Screening Cc1c(NC(=S)NC(C)(C)C)c(=O)n(-c2ccccc2)n1C returned TDP1 cell noCPT -1%, DT40 TDP1 CPT -1% and KAT2A inh 1%.
CCN(CC1CCCN(CCc2cccc(F)c2)C1)C(=O)c1cc2ccccc2o1 (stereo unspecified) was read as TDP1 cell noCPT 18µM*, DT40 TDP1 CPT 26µM* and KAT2A inh -4%.
For Cc1ccc(C(=O)NCC(=O)Nc2ccccc2C)o1 the results were TDP1 cell noCPT -4% and DT40 TDP1 CPT 9%.
`Cc1nc2ccccc2n1CC(=O)c1ccccc1` gave TDP1 cell noCPT inconclusive, DT40 TDP1 CPT inconclusive and KAT2A inh 0%.

Screening data (PubChem BioAssay)
